# Screening results deposited in PubChem BioAssay by several laboratories.
# CCHFV vOTU inh: blocks the CCHF virus ovarian tumor domain protease. CCHFV vOTU protease, Pep-AMC fluorescence. inhibition, % at 11.5 µM. 370,000 compounds, 0.55% hits. AID 651958; in the data active = inhibition above about 30%; note: 0% = vehicle wells with enzyme and 100% = no enzyme wells
# BoNT-A LC inh2: blocks Botulinum neurotoxin A light chain protease. 360,000 compounds, 0.17% hits. inhibition, % at 10 µM. AID 588499. multiplex microsphere protease substrate cleavage, flow cytometry; note: plate controls were buffer without enzyme for full effect and enzyme alone for no effect
# SARS 3CLpro inh: SARS-CoV 3CLpro protease inhibition; inhibition, % at 6 µM; P0C6X7; recombinant SARS-CoV 3CLpro, quenched FRET peptide cleavage; 290,000 compounds, 0.14% hits; AID 1706; in the data active = inhibition above about 12%
# Rv3671c protease: inhibitors of M. tuberculosis serine protease Rv3671c; inhibition, % at 5.96 µM; 320,000 compounds, 0.048% hits; in the data active = inhibition above about 38%;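 note: extracellular domain of Rv3671c used as enzyme; 0% = enzyme with DMSO and 100% = no enzyme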
# MazF activator: increases E. coli MazEF RNase cleavage of RNA; P0AE70; FAM/BHQ RNA-DNA oligo cleavage fluorescence, 5 h; activation, % at 20 µM; 350,000 compounds, 0.32% hits; AID 504720; in the data active = activation above about 50%
# Target sequence (P0AE70 whole entry, looked up): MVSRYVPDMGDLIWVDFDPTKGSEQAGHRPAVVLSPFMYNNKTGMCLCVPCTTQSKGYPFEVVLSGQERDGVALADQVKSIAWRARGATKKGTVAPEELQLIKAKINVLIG
# BoNT F protease: blocks Botulinum neurotoxin F light chain protease; Multiplex microsphere protease cleavage assay, flow cytometry; inhibition, % at 10 µM; 360,000 compounds, 0.22% hits; AID 588497; in the data active = inhibition above about 35%, passing the limit was not always enough; inconclusive = no clear call, values can overlap the other calls; note: plate controls were buffer without enzyme for full effect and enzyme alone for no effect
# PrPC TRFRET: reduces human prion protein on the cell surface; inhibition, % at 13.8 µM; cell surface PrPC, TR-FRET read-out; AID 720596; 370,000 compounds, 0.43% hits; in the data active = inhibition above about 24%; note: 0% = median of the test wells and 100% = reference compound wells
# DUSP3 inh: blocks human VHR1 dual specificity phosphatase | recombinant VHR phosphatase, pNPP absorbance | inhibition, % at 13.3 µM | 290,000 compounds, 0.52% hits | AID 1654; in the data active = inhibition above about 50%; note: some compounds called inactive have numbers as strong as hits
# Target sequence (P51452 whole entry, looked up): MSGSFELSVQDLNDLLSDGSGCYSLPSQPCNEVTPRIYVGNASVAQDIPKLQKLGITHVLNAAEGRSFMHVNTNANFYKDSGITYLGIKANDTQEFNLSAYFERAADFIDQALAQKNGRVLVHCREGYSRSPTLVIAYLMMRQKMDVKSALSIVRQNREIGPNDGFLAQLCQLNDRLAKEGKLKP
# PriA SSB inh: inhibitors of Klebsiella pneumoniae PriA binding to SSB C-terminal tail; AlphaScreen SSBct-PriA binding, biotinylated peptide; 430,000 compounds, 0.6% hits; inhibition, % at 33 µM; in the data active = inhibition mostly above about 37%, no sharp cut-off; inactive = mostly below about 20%;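 note: plate controls were negative control peptide for no effect and reference peptide for full effect; strong numbers were not always called active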
# Anthrax LF inh2: inhibitors of Bacillus anthracis lethal factor protease | P15917 | 360,000 compounds, 0.12% hits | inhibition, % at 10 µM | multiplex microsphere protease cleavage assay, LF; note: plate controls were buffer without enzyme for full effect and enzyme alone for no effect
# Target sequence (P15917 whole entry, looked up): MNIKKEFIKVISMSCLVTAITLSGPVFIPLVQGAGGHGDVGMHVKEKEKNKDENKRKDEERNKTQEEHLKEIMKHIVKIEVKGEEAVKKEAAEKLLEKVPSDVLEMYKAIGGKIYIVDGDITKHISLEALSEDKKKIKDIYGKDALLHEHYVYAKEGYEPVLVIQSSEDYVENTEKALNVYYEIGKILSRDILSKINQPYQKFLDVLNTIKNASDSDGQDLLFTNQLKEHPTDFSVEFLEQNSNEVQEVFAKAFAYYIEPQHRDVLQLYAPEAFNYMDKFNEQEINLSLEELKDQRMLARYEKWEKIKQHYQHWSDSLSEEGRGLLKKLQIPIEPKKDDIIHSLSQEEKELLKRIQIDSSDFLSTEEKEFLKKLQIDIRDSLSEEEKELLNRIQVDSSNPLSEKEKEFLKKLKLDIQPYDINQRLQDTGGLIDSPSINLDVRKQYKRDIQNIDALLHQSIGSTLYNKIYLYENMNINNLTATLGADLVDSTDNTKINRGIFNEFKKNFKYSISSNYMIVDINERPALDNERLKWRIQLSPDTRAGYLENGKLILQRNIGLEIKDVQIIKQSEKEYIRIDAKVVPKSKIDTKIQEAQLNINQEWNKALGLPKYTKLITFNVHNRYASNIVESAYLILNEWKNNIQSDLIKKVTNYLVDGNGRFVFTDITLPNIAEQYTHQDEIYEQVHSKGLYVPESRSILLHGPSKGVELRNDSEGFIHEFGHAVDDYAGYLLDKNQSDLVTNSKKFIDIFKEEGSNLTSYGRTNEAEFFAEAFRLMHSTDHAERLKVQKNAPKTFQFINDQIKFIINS
# Numbers without * were called inactive; ? = inconclusive; . = no result given. Cut-off read from the data, not from the text of the source, unless noted: active = inhibition above about 30%; inconclusive = no clear call, values can overlap the other calls; inactive = below that. Some of the compounds tested; rates above refer to the full screens.
SMILES,CCHFV vOTU inh,BoNT-A LC inh2,SARS 3CLpro inh,Rv3671c protease,MazF activator,BoNT F protease,PrPC TRFRET,DUSP3 inh,PriA SSB inh,Anthrax LF inh2
CCOC(=O)C(NC(=O)CC)(Nc1ccc(S(=O)(=O)Nc2cc(C)on2)cc1)C(F)(F)F (centres undefined),-3,-0.3,-3,-4,0,6,-6,15,-16,-2
O=C(COc1cccc2ccccc12)NNC(=O)c1cccs1,4,0.3,3,2,-1,9,9,20,-6,0
CCCNC(=O)COC(=O)/C=C/c1ccc(C)o1,12,-0.4,2,1,3,-2,-6,14,1,2
O=C1CC(SC2=NCCS2)C(=O)N1c1ccc(Cl)cc1 (centres undefined),-1,-0.5,8,-4,2,-5,-2,-2,0,0
Cn1c(C(=O)N2CCC(C(=O)N3CCN(Cc4ccc5c(c4)OCO5)CC3)CC2)cc2sccc21,-1,-1.3,1,10,-1,-3,-1,15,-6,-4
CNC(=O)COc1ncnc2scc(-c3ccc(F)cc3)c12,-9,0.0,2,3,10,-5,5,33,-9,-2
O=c1[nH]c2ccc(Cl)cc2c(-c2ccccc2)c1SC(=S)N1CCCCC1,14,-0.2,1,-8,-27,-2,-9,33,8,-3
CC(C(=O)c1ccc(-c2ccccc2)cc1)[n+]1cccc(C(N)=O)c1 (centres undefined),-5,-5.6,3,3,12,?,1,8,5,-8
CCOC(=O)CSc1nnc2n(C3CCCCC3)c(=O)c3c4c(sc3n12)CCCC4,-17,-0.4,-2,3,-5,-2,8,29,-4,-2
N#Cc1ccc(CSc2nnc(NC(=O)CCc3nc4ccccc4c(=O)[nH]3)s2)cc1,0,-7.8,.,-1,-48,-9,-1,.,10,-4
CCCC(C)C1(CC)C(=O)NC(=Nc2ccccc2OC)NC1=O (centres undefined),-4,-1.5,0,-3,6,-11,-1,22,-9,-3
COC(=O)c1cc(Cc2ccc(N)c(C(=O)OC)c2)ccc1N,-5,-0.6,-1,2,6,-1,-2,23,-8,-8
N#CC1=C(SCc2ccc(C#N)cc2)N=C(N)C(c2nc(-c3ccccc3)cs2)C12CCCCC2 (centres undefined),6,0.7,7,-31,-15,11,-8,18,22,-3
CCCCCC(=O)NC(Nc1ccc(S(N)(=O)=O)cc1)C(Cl)(Cl)Cl (centres undefined),8,1.5,5,-1,9,22,6,5,-12,10
CCN(CC)S(=O)(=O)c1ccc(C(=O)N2CCCCC2)cc1,-8,0.7,3,7,2,-4,1,-2,-11,-1
COC12CCC3(CC1C(C)(O)C(C)(C)C)[C@H]1Cc4ccc(OC5OC(C(=O)O)[C@@H](O)C(O)[C@H]5O)c5c4[C@@]3(CCN1CC1CC1)C2O5 (some centres undefined),6,0.6,.,-5,-3,-1,6,.,-5,3
O=C(OCc1cc(=O)n2c(n1)sc1ccccc12)c1ccc2c(=O)n3c(nc2c1)CCC3,-12,0.9,.,-6,10,16,-1,17,-8,-5
COc1ccc(S(=O)(=O)N2CCCC2C(=O)Nc2ccc(C(C)=O)cc2)cc1 (centres undefined),-8,0.2,-1,6,2,3,0,-2,-7,2
COc1ccc(NC(=O)c2cc([N+](=O)[O-])ccc2N2CCCC2)cc1,-6,-0.6,-4,-5,12,-2,-5,8,10,-6
CCC/C(O)=C1\C(=O)CC(C)(C)CC1=Nc1cccc([N+](=O)[O-])c1,9,1.5,0,3,8,10,-11,17,.,4
COc1cccc(OC)c1C(=O)Nc1cccc(S(=O)(=O)Nc2ccccc2Cl)c1,1,-0.3,.,-1,-3,2,-1,.,9,-10
COc1ccc(S(=O)(=O)N2CCN(C(=O)c3cc(C)nc4ccccc34)CC2)cc1OC,6,-0.5,.,0,1,-8,3,.,4,-3
Nc1nnc(CSCc2ccc(Cl)cc2)s1,3,0.4,0,3,1,-2,8,20,-7,1
c1ccc2nc(N3CCOCC3)c(N3CCOCC3)nc2c1,-5,-0.5,-3,1,0,?,-10,14,-25,-2
O=C(NC(=S)Nc1ccc2c(c1)OCCO2)c1ccco1,1,2.4,-3,-6,7,?,0,5,6,11
# The listing continues:
SMILES,CCHFV vOTU inh,BoNT-A LC inh2,SARS 3CLpro inh,Rv3671c protease,MazF activator,BoNT F protease,PrPC TRFRET,DUSP3 inh,PriA SSB inh,Anthrax LF inh2
COc1ccc(CN(C)C(=O)Cn2cnc(C(=O)Nc3ccc(C)c(C)c3)n2)cc1OC,-8,-0.6,.,.,5,1,-4,.,-3,2
Brc1ccccc1-n1nnc(-c2nccs2)n1,-9,-0.3,-2,-3,-7,-9,-6,14,.,-4
Fc1ccc(CN2CCCCCC2)c(F)c1,-3,1.3,-1,2,10,3,4,-6,-11,-1
COc1cc(S(=O)(=O)N2CCCCC2)c(OC)cc1Br,-5,0.8,5,7,13,4,4,0,0,-6
O=C(COc1ccc(Cl)cc1Cl)Nc1ccc(S(=O)(=O)NC2=NCCCCC2)cc1,-4,0.4,0,3,2,-2,0,0,5,2
O=S(=O)(CC(c1ccccc1)N1CCCCC1)c1ccc(Cl)cc1 (centres undefined),-13,.,-2,-5,6,.,-1,1,5,.
O=C(N/N=C/c1ccc([N+](=O)[O-])s1)c1cccc(Br)c1,16,-1.6,1,-7,1,-52,7,18,.,-8
Cc1nccn1CCN(C)Cc1cn(Cc2ccccc2)nc1-c1ccc2c(c1)OCO2,-14,1.4,1,2,-10,5,-12,27,2,11
OC1CCN(C(=S)NCCc2ccccc2)CC1,-5,0.0,-5,-3,1,4,6,-6,-11,-2
Cc1cn([C@H]2C[C@H](O)[C@@H](CNC(=O)c3ccccn3)O2)c(=O)[nH]c1=O,10,-0.3,.,.,8,-3,4,.,.,0
O=C(C1CCC(=O)N1Cc1ccc(F)cc1)N1CCC2(CC1)OCCO2 (centres undefined),6,-0.3,4,2,-5,2,-8,7,-5,-1
CCc1cc(=O)[nH]c(SCC(=O)NCC2CCCO2)n1 (centres undefined),6,-0.6,.,-2,-5,4,-1,.,-10,2
COc1cccc(Nc2nnc(SCC(=O)N3CC(C)OC(C)C3)s2)c1 (centres undefined),5,?,-1,6,-1,-1,-6,-8,-1,0
CC(=O)c1ccc(-c2cnc3c(NC=O)cc(-c4cnn(C)c4)cn23)cc1,-1,0.2,.,.,.,-10,-9,.,.,2
COc1ccc(OCc2nnc(SCC(=O)NC3CC3)n2C)cc1,16,0.1,-8,-18,1,7,1,27,.,6
COc1ccc(N2C(=O)/C(=C\c3ccco3)N=C2SCC(=O)N(C(C)C)C(C)C)cc1Cl,-2,0.5,4,6,4,1,5,-5,-2,0
CC(=O)c1ccc(NC(=O)CN2C(=O)COc3ccc(S(=O)(=O)N4CCCC4)cc32)cc1,0,1.4,7,-4,-2,-1,5,33,0,5
COc1cc2cnc(Cl)nc2cc1OC,-11,0.3,-4,-1,7,-3,1,5,-8,0
Cc1ccc(C(=O)NC2CCCC(C)C2C)cc1S(=O)(=O)N1CCCCC1 (centres undefined),7,-3.9,.,-3,4,-3,-2,.,-12,-6
CCN1CCN(c2nc3c(C)cccn3c(=O)c2C=C(C#N)C#N)CC1,-5,2.7,-1,.,-8,-7,-3,-15,4,-7
C=CCn1c(SCC(=O)Nc2ccccc2OC)nc2c([nH]c3ccccc32)c1=O,3,1.0,2,-13,-18,3,8,-9,-6,-3
COc1ccc(CN2C(=NC(=O)CCC3CCCC3)SC3CS(=O)(=O)CC32)cc1 (centres undefined),-7,0.8,3,-7,-12,5,3,-2,9,0
O=C(CCNC(=O)c1ccc(Br)cc1)NNC(=O)C1COc2ccccc2O1 (centres undefined),-2,.,.,-4,1,.,2,.,-1,.
N#Cc1ccc(C(=O)Nc2ccc(N3CCN(C(=O)c4ccco4)CC3)cc2)c(F)c1,-6,-1.9,0,2,49,-7,-8,21,3,0
Nc1cc(Cl)ccc1C(=O)OCC(=O)NC1CCCCC1,-26,-1.0,3,-6,1,-3,-2,26,-8,0

# Whole records, quoted from the list. Order of screens: CCHFV vOTU inh	BoNT-A LC inh2	SARS 3CLpro inh	Rv3671c protease	MazF activator	BoNT F protease	PrPC TRFRET	DUSP3 inh	PriA SSB inh	Anthrax LF inh2
# CCc1cc(=O)[nH]c(SCC(=O)NCC2CCCO2)n1 (centres undefined) reads 6	-0.6	.	-2	-5	4	-1	.	-10	2
# CC(=O)c1ccc(-c2cnc3c(NC=O)cc(-c4cnn(C)c4)cn23)cc1 reads -1	0.2	.	.	.	-10	-9	.	.	2
# COc1cccc(Nc2nnc(SCC(=O)N3CC(C)OC(C)C3)s2)c1 (centres undefined) reads 5	?	-1	6	-1	-1	-6	-8	-1	0
# O=C(N/N=C/c1ccc([N+](=O)[O-])s1)c1cccc(Br)c1 reads 16	-1.6	1	-7	1	-52	7	18	.	-8

# (cont.)
SMILES,CCHFV vOTU inh,BoNT-A LC inh2,SARS 3CLpro inh,Rv3671c protease,MazF activator,BoNT F protease,PrPC TRFRET,DUSP3 inh,PriA SSB inh,Anthrax LF inh2
O=C(COC(=O)Cc1ccccc1[N+](=O)[O-])NCC1CCCCC1,17,-0.2,-1,3,-9,4,-2,17,0,4
CN1CCN(c2nc3ccccn3c(=O)c2C=C2C(=O)N(C)C(=O)N(C)C2=O)CC1,.,-0.1,2,-3,-4,-2,.,37,-6,-3
Cc1occc1C(=O)N(C)Cc1nc(-c2ccc(Cl)cc2)no1,7,0.8,8,-10,-30,-26,0,-3,3,11
OCC[C@H]1C[C@H](O)[C@@H](O)[C@@]2(CCCO2)O1,9,0.4,.,11,0,7,1,.,-15,6
O=C(COC(=O)c1ccc(Br)o1)NCCc1ccccc1,-10,-0.4,2,-1,6,-5,-1,6,6,-1
CSCCC(NC=C1C(=O)OC(C)(C)OC1=O)C(=O)O (centres undefined),-16,-0.4,1,6,1,-3,1,14,-15,0
O=C(CCN1C(=O)c2ccccc2C1=O)Nc1ccccn1,-16,-0.2,-9,0,8,0,1,10,-5,-1
CCc1ccc(-c2cc(C)no2)cc1S(=O)(=O)NCCc1ccc(OC)c(OC)c1,-5,-1.2,3,-3,-25,0,3,-10,-7,-4
COc1ccc(N2CCN(C(=O)c3ccncc3)CC2)cc1,-10,0.0,1,-7,4,7,-7,-23,-7,0
Cc1ccc(NC(=O)CN(c2ccccc2F)S(C)(=O)=O)cc1,5,-0.9,5,7,15,-20,0,10,-6,-3
CCc1ccccc1NC(=O)CNC(=O)CNC(=O)c1cccs1,9,-0.1,.,-1,-7,-1,3,.,-5,-1
CCCCn1c(SCC(=O)NCc2ccco2)nnc1-c1ccco1,6,-0.2,1,-6,8,4,-1,-1,3,-3
COc1ccc(CNC2CC(=O)N(C)C2=O)cc1 (centres undefined),-14,-0.6,3,-2,10,-9,9,3,-9,-4
O=C(Nc1nc2c(F)cc(F)cc2s1)C1CC(=O)N(Cc2ccco2)C1 (centres undefined),4,0.8,6,0,-3,-4,9,-1,-2,4
Cn1c(CN2CCOCC2)nnc1SCC(=O)Nc1nccs1,-7,0.1,0,4,-4,-5,0,10,-12,-5
CC1CCCCC12NC(=O)N(CC(=O)NC(=O)Nc1ccc3c(c1)OCCO3)C2=O (centres undefined),9,0.2,0,1,-4,10,4,11,-4,-1
CC(C)(C)C(=O)NC1(C(F)(F)F)N=C2SCCN2C1=O (centres undefined),5,-0.3,-1,-7,-3,-9,2,13,-11,3
O=C(Nc1ccc(F)c(Cl)c1)[C@@H]1O[C@H](CO)[C@H](O)[C@H](O)[C@H]1O,-10,0.2,.,.,.,-6,-2,.,.,-2
COc1ccc(-c2coc3c(C(=O)Nc4cccc(NS(C)(=O)=O)c4)cccc23)c(C)c1,10,-0.2,.,.,.,-3,1,.,.,3
COc1ccc(C)cc1NC(=O)C(OC(=O)c1cc(C)oc1C)c1ccccc1 (centres undefined),7,-0.4,1,-20,-11,0,0,10,-14,-2
CCCCN1C(=O)C(CC(=O)NCCCN(C)C)CC(C(=O)N(C(C)C)C(C)C)=C1C (centres undefined),-5,-0.2,.,.,.,-9,3,.,.,1
Cc1sc2ncn(CC(=O)NCCCN3CCC(C)CC3)c(=O)c2c1S(=O)(=O)N1CCC(C)CC1,-4,-6.5,-1,-1,14,-24,5,60*,-9,-4
